Screening data from PubChem BioAssay.
EphB4 antag: antagonists of human EphB4-ephrin-B2 interaction. P54760. EphB4 LBD / TNYL-RAW-Alexa532 peptide, fluorescence polarization. inhibition, % at 7 µM. actives 0.15% (n = 97,000). AID 720;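 active means inhibition above the screen-wide mean inhibition plus 3 SD, cut at about 15% in these data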;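 further: 0% = DMSO wells and 100% = excess unlabeled TNYL-RAW peptide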
CYP2C19 act: activators of human cytochrome P450 2C19 | P33261 | recombinant CYP2C19, luciferin-H EGE luminescence; hits give high values; 0 = fully inhibited enzyme, 1 = untreated enzyme | activation factor at 5 µM | 96,000 tested, under 10 active | AID 1025;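 active means activation factor of at least 2 at 5 µM in the primary screen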;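 further: 0 = wells with 2.5 mM tranylcypromine and 1 = vehicle-only wells; values of inactives mirror those of a sister screen read the other way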
Target sequence (P33261 whole entry, looked up): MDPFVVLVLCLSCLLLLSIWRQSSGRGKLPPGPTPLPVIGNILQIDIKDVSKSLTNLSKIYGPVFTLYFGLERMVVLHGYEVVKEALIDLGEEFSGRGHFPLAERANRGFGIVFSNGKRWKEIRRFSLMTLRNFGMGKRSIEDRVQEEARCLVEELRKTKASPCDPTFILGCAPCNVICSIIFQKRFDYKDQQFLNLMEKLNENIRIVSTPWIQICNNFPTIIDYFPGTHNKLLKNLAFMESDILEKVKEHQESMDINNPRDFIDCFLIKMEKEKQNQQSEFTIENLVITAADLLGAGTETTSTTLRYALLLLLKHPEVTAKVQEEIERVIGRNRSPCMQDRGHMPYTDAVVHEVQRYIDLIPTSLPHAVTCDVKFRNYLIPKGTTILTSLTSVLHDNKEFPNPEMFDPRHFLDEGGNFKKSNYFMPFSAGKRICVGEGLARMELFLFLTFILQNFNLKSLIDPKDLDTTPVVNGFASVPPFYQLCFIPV
CYP2C19 inh: inhibitors of human CYP2C19; CYP2C19 Supersomes, luciferin-H EGE luminescence, 30 min; P33261; inhibition, % at 5 µM; actives 21% (n = 96,000); AID 778;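 active means CYP2C19 inhibition above a set limit at 5 µM in the primary screen, cut at about 50% in these data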;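 further: plate controls were negative control wells for no effect and 2.5 mM tranylcypromine positive control for full effect; values of inactives mirror those of a sister screen read the other way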
CYP2C9 inhib: inhibitors of human CYP2C9; CYP2C9 Supersomes, luciferin-H conversion, luminescence; inhibition, % at 5 µM; actives 20% (n = 96,000);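 active means blocking of liver enzyme CYP2C9 beyond about 50% at 5 µM, limit read from the data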; further: values of inactives mirror those of a sister screen read the other way
PostGolgi yeast: growth inhibition of a yeast mutant, post-Golgi transport screen | actives 0.9% (n = 98,000) | post-Golgi transport phenotypic cell assay | inhibition, % at 10 µM | AID 739; in the data active means inhibition above about 30%;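 further: yeast cells grown in 1536-well plates; yeast grown about 18 h at 30C before absorbance read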
PTK2B oligo ant: Pyk2 (human) oligomerization antagonism; z-score (the deposit names both 25 µM and 10 µM); actives 0.83% (n = 99,000); Q293 cells, Pyk2 FERM NanoBiT luminescence; hits give low values;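 active means Z-score of -3 or lower, scaled per plate to the spread of control and sample wells; inactive means z-score above -3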;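 further: negative z-score means lost luminescence so less FERM oligomerization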
PLAP act: human PLAP activation | actives 1.2% (n = 96,000) | purified PLAP enzyme, luminescent substrate read-out; hits give high values | AID 696 | activation fold at 20 µM | P05187; in the data active means activation fold above about 2
Target sequence (P05187 whole entry, looked up): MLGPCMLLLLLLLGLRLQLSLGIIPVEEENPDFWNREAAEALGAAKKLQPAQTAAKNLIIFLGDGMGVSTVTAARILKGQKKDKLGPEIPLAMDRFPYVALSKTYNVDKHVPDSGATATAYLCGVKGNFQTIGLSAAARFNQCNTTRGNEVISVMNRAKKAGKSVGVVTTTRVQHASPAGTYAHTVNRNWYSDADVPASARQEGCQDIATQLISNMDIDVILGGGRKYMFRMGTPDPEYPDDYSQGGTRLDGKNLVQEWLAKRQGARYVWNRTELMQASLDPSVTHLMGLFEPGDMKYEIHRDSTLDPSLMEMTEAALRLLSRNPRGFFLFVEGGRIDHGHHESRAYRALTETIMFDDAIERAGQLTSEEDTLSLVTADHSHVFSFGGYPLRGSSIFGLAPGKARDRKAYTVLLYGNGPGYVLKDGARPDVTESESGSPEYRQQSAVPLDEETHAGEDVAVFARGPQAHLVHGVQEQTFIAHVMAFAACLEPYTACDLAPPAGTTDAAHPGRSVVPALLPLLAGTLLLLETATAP
CYP2C9 activ: CYP2C9 (human) activation. P11712. recombinant CYP2C9, luciferin-H conversion, luminescence; hits give high values; factor 1 = untreated enzyme, 0 = blocked. activation factor at 5 µM. actives 1.4% (n = 96,000). AID 1024;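 active means activation factor of 2 or more for CYP2C9 at a 5 µM dose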;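 further: 0 = sulfaphenazole-blocked wells and 1 = vehicle-only wells; values of inactives mirror those of a sister screen read the other way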
E coli WT exp: growth inhibitors of E. coli BW25113 wild type. OD600 absorbance. growth inhibition, % at 100 µM. actives 0.15% (n = 98,000). AID 710;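 active means growth inhibition above about 50% at one test dose, limit read from the data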;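 further: growth measured after 20 h incubation at 37 °C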
Active calls of the source: *; . = not tested or not shown. An excerpt. The share of hits here may be higher or lower than overall.

SMILES	EphB4 antag	CYP2C19 act	CYP2C19 inh	CYP2C9 inhib	PostGolgi yeast	PTK2B oligo ant	PLAP act	CYP2C9 activ	E coli WT exp
O=C(NC1CC2CCC(C1)N2Cc1nnnn1Cc1ccco1)NC12CC3CC(CC(C3)C1)C2 (stereo not drawn)	.	0.3	71.0*	54.2*	-3.9	0.97	6.3	0.5	-13.0
CCOC(=O)CCN=Cc1c(O)n(-c2ccc(Br)cc2)c(=O)[nH]c1=O	-0.7	1	2.5	6.1	0.8	0.99	1.1	0.9	4.0
c1ccc(C2CC3CC(c4ccco4)N2O3)cc1 (stereo not drawn)	-7.2	0.8	20.3	-4.8	13.3	0.4	1.2	1	3.0
O=c1[nH]c(=S)n(CCC2=CCCCC2)c(O)c1C=NCc1cccnc1	7.7	0.9	12.4	3.6	1.3	-0.83	1.1	1	2.0
Cc1cc(CN(C)C)c(OC(=O)N(C)C)cc1C	-1.9	1	1.4	-12.2	1.5	0.58	1.1	1.1	-1.0
CCOCC(=O)NC1CCSC1=O (stereo not drawn)	-4.1	1	-3.2	5.5	-3.3	-0.49	1.3	0.9	-3.0
COc1ccc(CCNC(=O)c2c(N)n(CCN3CCOCC3)c3nc4ccccc4nc23)cc1	1.1	0.9	10.4	50.3*	-3.1	0.6	1.6	0.5	-9.0
COCCOC(=O)c1c(N)n(Cc2ccccc2)c2nc3ccccc3nc12	.	0.8	21.3	21.9	-6.1	-1.98	1	0.8	0.0
COc1cc(Cn2c(N)c(C(=O)NCc3ccco3)c3nc4ccccc4nc32)cc(OC)c1OC	-3.3	0.1	93.2*	100.3*	-13.5	0.21	2.1*	0	-13.0
CN(C)CCOC(=O)c1cn(Cc2ccccc2)c2ccccc12	0.5	0.8	23.4	12.8	-8.6	-0.77	1.4	0.9	6.0
CCOc1ccc(-n2c(O)c(C=Nc3ccc(N(CC)CC)cc3)c(=O)[nH]c2=O)cc1	3.0	1.1	-13.6	-15.0	-4.1	-2.93	1	1.1	-3.0
Cc1nnc2ccc(N3CCN(C)CC3)nn12	-6.8	1.2	-21.7	-18.5	18.0	-0.52	1	1.2	-6.0
CC(C)CC1C(C#N)=C(N)Oc2c1c(=O)oc1ccccc21 (stereo not drawn)	-6.2	0.7	27.8	76.8*	-3.1	.	0.9	0.2	-1.0
NCCCP(=O)(O)CCc1ccccc1	8.8	1	-0.6	7.5	-1.7	0.99	0.9	0.9	-11.0
Cn1cc(CCC(=O)N2CCC3(CC2)OCCO3)c2ccccc21	-0.5	0	98.5*	-40.5	4.7	1.77	1.1	1.4	-8.0
CCOC(=O)c1nc2ccccc2c(=O)n1-c1cccc(C)c1	4.8	0.6	40.9	51.8*	-4.3	-0.36	1.2	0.5	2.0
COc1ccc(CCNCc2ccncc2)cc1OC	-4.2	0.3	65.9*	52.1*	2.6	0.02	1.2	0.5	-4.0
Oc1ccc(Br)cc1CN1CCN(c2ccccc2)CC1	-0.9	0.8	23.5	63.6*	0.0	-0.3	1	0.4	0.0
CCOC(=O)c1c(-c2ccccc2)oc2ccc(OC(=O)N(C)C)cc12	-3.9	0.4	60.7*	55.0*	6.5	-2.13	1	0.4	-4.0
COCCCn1c(N)c(C(=O)NCCC(C)C)c2nc3ccccc3nc21	-1.0	1	4.8	25.8	2.8	0.33	1.3	0.7	4.0
CN(C)C(=O)On1c(-c2ccccc2)nc2ccc(Cl)cc21	5.3	0.8	24.6	23.2	4.9	-1.52	0.8	0.8	12.0
CCCCn1c(N)c(C(=O)NCc2cccs2)c2nc3ccccc3nc21	2.0	0.9	14.5	27.9	4.4	-2.11	1.1	0.7	-3.0
COc1ccc(Nc2ncc(C(=O)N3CCC4(CC3)OCCO4)c3ccccc23)cc1	.	0.8	22.9	13.9	-5.6	-0.15	1.4	0.9	3.0
CCC(=NCc1ccc2c(c1)OCO2)c1c(O)n(C)c(=O)n(C)c1=O	1.7	0.7	29.2	61.6*	-1.6	-0.86	1.3	0.4	0.0
CCCCn1c(O)c(C=NC2CC3CCC2(C)C3(C)C)c(=O)[nH]c1=O (stereo not drawn)	-4.9	0.9	10.7	38.2	5.5	-2.14	1	0.6	-2.0
SMILES	EphB4 antag	CYP2C19 act	CYP2C19 inh	CYP2C9 inhib	PostGolgi yeast	PTK2B oligo ant	PLAP act	CYP2C9 activ	E coli WT exp
CCN1CCN(C(=O)COc2ccc3c(c2)C(=O)CC2(CCN(C(C)=O)CC2)O3)CC1	-3.8	1	3.0	11.7	0.3	-0.24	2.7*	0.9	-4.0
Cc1cc([P+](=O)O)c(C)n1-c1ccc(Br)cc1	3.3	1	1.5	-8.8	5.7	-0.56	0.7	1.1	0.0
COC(=O)c1ccc(-n2c(C)nc3ccccc3c2=O)cc1	-4.6	1.1	-6.9	23.1	-1.4	-0.62	1.1	0.8	-4.0
COC(=O)C(O)(c1ccc(N(C)S(=O)(=O)c2ccccc2)cc1)C(F)(F)F (stereo not drawn)	.	0.1	92.1*	87.8*	-1.1	-1.49	1.2	0.1	-8.0
NC(=O)CN1C2CCC1CC(NC(=O)C1CC1)C2 (stereo not drawn)	3.7	1.1	-11.8	-16.8	5.0	-0.05	1.1	1.2	1.0
Cc1cc(Cl)ccc1OCC(=O)O	2.5	1.1	-9.7	2.4	-2.2	.	1.1	1	-15.0
O=C(COc1ccc2ccccc2c1)N1CCN(Cc2c[nH]c3ccccc23)CC1	-1.1	0.8	19.0	22.0	3.4	1.79	1.6	0.8	-1.0
Cc1cc2c(C(F)(F)F)cc(=O)oc2c2c1NCCC2	-1.6	0.9	6.1	-142.8	-8.5	0.38	0.8	2.4*	-29.0
CCOC(=O)/C(CCCN(CC)CC)=N\O	-3.5	1	-4.2	-0.7	-4.1	-0.46	0.7	1	-3.0
CCSc1nnc([C@@H](N)Cc2ccccc2)o1	-0.6	0.7	33.3	4.9	8.1	0.25	1.8	1	0.0
Nc1c(C(=O)NCCCc2ccccc2)c2nc3ccccc3nc2n1Cc1cccs1	4.2	0.9	9.0	40.9	16.2	-1.31	1.8	0.6	-8.0
COc1ccc(CC(=O)N2CCN(C)CC2)cc1OC	-3.9	1	-2.2	-9.0	-4.7	0.64	1	1.1	0.0
NC(=O)Nc1cccc(C(F)(F)F)c1	2.2	0.7	26.2	-12.3	1.5	-0.06	0.8	1.1	10.0
CN1CCN(Cc2ccccc2C(F)(F)F)CC1	.	0.9	7.9	0.4	-4.5	-0.05	0.9	1	10.0
Cc1cccnc1-n1c(C)nc2ccccc2c1=O	-3.7	1.2	-16.7	-11.8	-2.4	0.78	1	1.1	0.0
NS(=O)(=O)c1ccc(N=Cc2c(O)n(C3CCCCC3)c(=O)n(C3CCCCC3)c2=O)cc1	3.5	1	-2.4	12.4	6.6	-1.01	1.9	0.9	5.0
CC(C)Sc1nnc([C@@H](N)Cc2ccccc2)o1	8.8	0.6	41.0	47.1	16.8	0.72	1.1	0.5	16.0
CC(N)Cc1ccccc1Sc1ccc(O)cc1 (stereo not drawn)	0.4	0.9	7.5	12.0	-1.8	.	0.9	0.9	14.0
Cc1ccc(-n2nc(C)c(C3C(C#N)=C(N)Oc4c3c(=O)oc3ccccc43)c2Cl)cc1 (stereo not drawn)	-0.4	0.6	40.8	98.0*	7.5	.	1.3	0	-8.0
Nc1ccc(S(=O)(=O)N2CCCCC2c2cccnc2)cc1 (stereo not drawn)	-7.8	0.7	30.8	-0.1	5.6	.	0.8	1	13.0
CCCN1CCC2(CC1)NC(CO)(CO)CO2	-12.0	.	.	.	0.5	-1.17	.	.	-9.0
CC(=C1C(=O)c2ccccc2C1=O)N1CCN(CCN=Cc2c(O)n(C)c(=O)n(C)c2=O)CC1	4.5	0.8	24.7	43.2	-11.3	-0.83	1.6	0.6	-7.0
CC(=O)Nc1ccc(OC(=O)N(C)C)cc1	-0.2	1	1.2	-0.4	5.6	0.93	0.9	1	-6.0
Cn1c2ccccc2c2cnn(CC(=O)N3CCC4(CC3)OCCO4)c(=O)c21	-1.6	0.4	57.0*	14.0	3.4	.	1.5	0.9	-3.0
O=C1CC(c2ccccc2)CC(O)=C1C=NCCN1CCN(C(=O)Cc2ccccc2)CC1 (stereo not drawn)	-2.2	0.7	31.7	25.0	2.1	1.44	1.7	0.8	-3.0
SMILES	EphB4 antag	CYP2C19 act	CYP2C19 inh	CYP2C9 inhib	PostGolgi yeast	PTK2B oligo ant	PLAP act	CYP2C9 activ	E coli WT exp
CC1CN(C)C(C)(C)CC1(O)c1ccccc1 (stereo not drawn)	1.6	1	-4.7	-23.2	0.0	0.05	0.8	1.2	2.0
CC1SC2(CN3CCC2CC3)NC1=O (stereo not drawn)	-2.9	0.9	10.0	3.4	-6.0	0.19	1	1	0.0
O=C1C2CCN(CC2)[C@@H]1Cc1ccc2ccccc2c1O	-3.3	0.8	21.9	-35.1	-0.8	0.75	1.1	1.4	0.0
CC1CN(O)C2CCc3c(no[n+]3[O-])C12O (stereo not drawn)	-1.9	1.1	-9.9	-12.3	5.9	-0.11	1	1.1	6.0
CC1(C)C(C(=O)NN2C(=O)c3ccccc3C2=O)C1(C)C	-1.1	0.8	20.0	1.8	-5.8	2.65	1.2	1	-2.0
Cc1nc2cc(-c3cccc(F)c3)nn2c(C)c1CCC(=O)N1CCC2(CC1)OCCO2	-2.8	0.7	28.1	18.5	-1.1	-0.39	1.5	0.8	-2.0
COC(=O)c1cc2c(s1)=NC=NP=2(N1CCOCC1)N1CCOCC1	5.8	0.7	27.7	48.0	18.4	0.77	0.9	0.5	-1.0
O=C(Nc1ccc2ccccc2c1)c1nn(C23CC4CC(CC(C4)C2)C3)cc1Br	-0.4	1	3.9	24.2	4.6	-0.6	1	0.8	-1.0
CCCC1COC(Cn2cncn2)(c2ccc(Cl)cc2Cl)O1 (stereo not drawn)	3.9	0.1	93.2*	77.0*	85.1*	-1.22	1.3	0.2	7.0
CC(C)C1(C)N=C(c2nc3ccccc3cc2C(=O)O)NC1=O (stereo not drawn)	1.3	1	-4.0	-14.1	2.3	-0.66	1	1.1	1.0
CCN1CCN(Cc2ccc(OC(F)(F)F)cc2)CC1	-4.3	0.9	14.7	-9.3	1.9	-0.4	1.1	1.1	6.0
Cc1ccc(CCN2CC(C(=O)N3CCC4(CC3)OCCO4)CC2=O)cc1 (stereo not drawn)	6.0	1.2	-16.1	-6.6	0.5	-0.06	1.1	1.1	5.0
O=C1NC(=O)C2(Cc3ccccc3N3CCCC32)C(=O)N1c1cccc(Cl)c1 (stereo not drawn)	.	0.9	10.6	15.7	3.1	-1.46	1.5	0.8	-21.0
O=C(Cc1ccccc1)N1CCN(Cc2ccccn2)CC1	4.9	.	.	.	4.5	0.83	.	.	0.0
Cc1cc(OCC(=O)OC(C)(C)C)c2c3c(c(=O)oc2c1)CCC3	.	1	-3.2	39.0	.	0.32	1	0.6	.
COC(=O)C(O)(c1cn(C)c2ccccc12)C(F)(F)F (stereo not drawn)	-0.3	0.9	6.0	-180.2	1.4	-0.89	0.9	2.8*	0.0
CC(=O)c1c(C)[nH]c(C(=O)N2CCC3(CC2)OCCO3)c1C	-0.9	0.5	54.2*	-0.8	15.9	-0.17	1	1	0.0
Cc1nc2cc(F)ccc2n1C1CCN(Cc2nnnn2CCc2ccccc2)CC1	-0.6	0.4	62.2*	61.9*	1.9	0.59	1.6	0.4	10.0
CCC(=O)Nc1cc(C(=O)N2CCC3(CC2)OCCO3)ccc1S(=O)(=O)c1ccc(C)cc1	5.1	1.1	-7.2	14.4	0.3	-0.31	1.4	0.9	-2.0
COC(=O)c1cncn1C(C)c1ccccc1 (stereo not drawn)	-0.2	0.6	40.5	13.3	-1.8	-0.82	0.8	0.9	3.0
C=CCn1c(O)c(C(C)=NC2CC2)c(=O)[nH]c1=O	3.3	1	1.5	-5.2	-2.0	1.32	0.8	1.1	-2.0
Cc1cc(S(=O)(=O)NCc2ccccc2)ccc1OCC(=O)N1CCN(C)CC1	-10.0	1.1	-13.0	4.5	16.7	-0.47	1.1	1	3.0
